Nrf2 inh – inhibitors of Nrf2 signaling. A549 ARE-Fluc reporter, luciferase luminescence, 18-24 h. Potency, µM (top dose mostly 46 µM), for the others: at the top dose activity change, negative = inhibition, usual class: inhibitors. actives 2.1% (n = 360,000); note: potency is the fitted concentration of half-maximal effect; % is set by controls: 0 for no effect and ±100 for the full control effect; nearly all actives have a fitted effect of over 60% in size
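Reporter: ARE-Fluc in A549. Exposure: 18-24 h, 37 °C, 5% CO2, 5% FBS OPTI-MEM. Readouts: fluorescent cytotoxicity (CellTiter-Fluor), then luminescent Nrf2 signal after BugLite.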
Nrf2 ARE act – Nrf2 pathway activation. AID 624171. actives 0.31% (n = 410,000). Potency, µM (doses to about 46.1 µM), inactives show at the top dose activation, hits mostly activators. AREc32 ARE-luciferase reporter (MCF7-derived line), luminescence, 24 h; note: potency is the fitted concentration of half-maximal effect; % of control where 0% means no effect; nearly all actives have a fitted effect of over 65% in size
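ARE activation measured as luciferase luminescence (Steady-Glo, 30 min RT) in AREc32_Fluc cells after 24 hr compound exposure at 37 deg C, 5% CO2; cells seeded overnight at 1000/well in OPTI-MEM, 5% FBS.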
A549 viability – counter-screen for Nrf2 inhibitors: cytotoxicity in A549 cells | actives 0.16% (n = 390,000) | AID 504648 | Potency, µM (highest dose often 46 µM), for inactives: at the top dose activity change, negative = cytotoxicity, hits mostly inhibitors | A549 ARE-Fluc cells, CellTiter-Fluor viability, 18-24 h; note: potency is the fitted concentration of half-maximal effect; % is set by controls: 0 for no effect and ±100 for the full control effect
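A549 ARE-Fluc cells in 5% FBS OPTI-MEM, 5000 cells/well, rested 2 h then exposed to compounds in concentration-response for 18-24 h at 37 °C. Viability by CellTiter-Fluor fluorescence (Ex 405/Em 525) after 30 min; luciferase luminescence (BugLite, 15 min, RT) read afterwards.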
HepG2 tox – counter-screen for TGF-b inhibitors: cytotoxicity in HepG2 cells | HepG2 CAGA-GFP viability, ATP luminescence, 18 h | Potency, µM (titrated, usually from 46.1 µM), inactives show top-dose activity change, negative = cytotoxicity, most hits filed as cytotoxic | actives 0.76% (n = 410,000) | AID 588856; note: potency is the fitted concentration of half-maximal effect; some results filed as inactive show a strong effect at the top dose
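CellTiter-Glo luminescence gave cytotoxicity after 18 hours at 37 degrees C. The cells were HepG2 CAGA-GFP in 1% FBS DMEM, stimulated with 500 pg/mL TGF-beta after compound addition. %Activity was normalised to no-cell wells (complete cell-killing) and DMSO (no toxicity), and curves were fitted and classified.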
ATXN viability – reduces viability in counter-screen for ATXN expression inhibitors | actives 0.49% (n = 400,000) | Potency, µM (top dose mostly 56.7 µM), hits mostly cytotoxic | AID 651635 | S2 cells (HEK-293 line with an ATXN2-luciferase reporter) viability, CellTiter-Fluor protease fluorescence, 24 h; note: potency is the fitted concentration of half-maximal effect; nearly all actives have a fitted effect of over 40% in size
MmCpn inh – M. maripaludis TRiC chaperonin inhibition; purified Mm-Cpn ATPase, ADP Transcreener TR-FRET; Potency, µM (titrated, usually from 76.9 µM), inactives show top-dose activity, negative = inhibition, actives largely listed as inhibitors; actives 0.031% (n = 330,000); note: potency is the fitted concentration of half-maximal effect; % is set by controls: 0 for no effect and ±100 for the full control effect; nearly all actives have a fitted effect of over 80% in size
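25 nM Mm-CPN + cpd, 10 min 37°C; + 10 uM ATP, 30 min 37°C; buffer 30 mM Tris pH 7.4, 100 mM KCl, 5 mM MgCl2, 1 mM DTT; Transcreener ADP HTRF detection 30 min RT.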
TGFb SMAD3 inh – inhibitors of TGF-b signaling. HepG2 CAGA-GFP TGF-b/SMAD3 reporter, GFP fluorescence, 18 h; TGF-beta stimulated, 500 pg/mL final. Potency, µM (doses to about 46.1 µM), for the others: at the top dose activity, negative = inhibition, hits mostly inhibitors. actives 1.2% (n = 410,000). AID 588855; note: potency is the fitted concentration of half-maximal effect; % is set by controls: 0 for no effect and ±100 for the full control effect; nearly all actives have a fitted effect of over 65% in size
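Per well, imaged GFP fluorescence of HEPG2 CAGA-GFP cells gives the signal; cells get compound, then TGF-beta (500 pg/mL final), 18 h at 37 degrees C; %Activity versus -TGF-beta and +DMSO controls.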
pAkt inh – inhibitors of Akt phosphorylation; AID 651550; Neuro2A IGF-stimulated pAkt S473 HTRF, 20 min; active compounds read low; activity change, % for hits at 50 µM; actives 0.32% (n = 360,000); in the data active = activity change below about -80%; inconclusive = mostly about -51% to -80%; note: % is set by controls: 0 for no effect and ±100 for the full control effect
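Neuro2A cells (4,500/well, DMEM with 0.5% FBS) were treated with compound at a single 50 µM final concentration, stimulated with 6 nM IGF for 20 min at 37 °C, and lysed. Phospho-Akt Ser473 was read by HTRF as 665/615 ratio ×10^4.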
CCT chaperon mod – modulators of cytosolic chaperonin (CCT/TRiC) activity | purified chaperonin ATPase assay, HTRF ADP detection, 30 min | actives 0.3% (n = 360,000) | activity change, % (no concentration beside the values), hits read low; in the data active = activity change below about -30%; note: % is set by controls: 0 for no effect and ±100 for the full control effect
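ATPase activity: ADP formed was measured by HTRF Transcreener (665/615 nm ratio) after 30 min at 37 deg C with 10 uM ATP. Compounds screened at one 76 uM concentration against 40 or 20 nM TRiC in Tris pH 7.4/KCl/MgCl2/DTT buffer.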
Active calls of the source: *; i = inactive; ? = inconclusive; / = no result given; & = joins results of further samples. Unless noted, calls come from the whole dose curve; as a rule, active = well fitted curve in the direction sought with a large enough effect; inconclusive = small, poorly fitted or top-dose-only effect, or another doubt; inactive = no such curve, though single readings can be large; an effect the other way counts as inactive or inconclusive.

[1] COc1cc(C(C)=O)ccc1OCC(=O)Nc1ccc(Cl)c(S(=O)(=O)N2CCOCC2)c1
[2] COc1ccc(CCNC(=O)C2CCN(S(=O)(=O)c3ccc(F)cc3)CC2)cc1
[3] NC(=O)c1c(NC(=O)c2cc(-c3ccc(F)cc3)on2)sc2c1CCCC2
[4] Cn1cc(Br)c(C(=O)NN2C(=O)C3C(C2=O)C2C=CC3C23CC3)n1 (stereo unspecified)
[5] Cc1cccc(Nc2ccc3nonc3c2[N+](=O)[O-])c1C
[6] CCc1ccc(C(=O)NCC2COc3ccccc3O2)o1 (stereo unspecified)
Assay by compound	1	2	3	4	5	6
Nrf2 inh	?	3%	2%	-3%	0%	20%
Nrf2 ARE act	0.9%	0.2%	-0.7%	-0.2%	1.2%	0.9%
A549 viability	-10%	13%	-3%	0%	-2%	5%
HepG2 tox	-17%	-2%	-3%	4%	-7%	0%
ATXN viability	?	i	i	?	i	i
MmCpn inh	-9%	-5%	/	-3%	3%	2%
TGFb SMAD3 inh	-20%	0%	12%	3%	4%	-1%
pAkt inh	i	i	/	i	i	i
CCT chaperon mod	-98*	-1.1	/	-1.6	-1.6	1.1

[7] OCCC1CN(Cc2cnc(-c3ccc(Cl)cc3)nc2)CCN1C1CCCCC1 (stereo unspecified)
[8] CCOc1cccc(-c2c(C(=O)N/N=C/c3ccoc3)nnn2-c2nonc2N)c1
[9] Cc1cc(C(=O)NCC(=O)Nc2c(C)cccc2C)c(C)o1
[10] COCCN1C(=O)CCC1(C)C(=O)Nc1ccc2c(c1)OCCO2 (stereo unspecified)
[11] COc1cccc(CN(C)C(=O)c2csc3c2CCCC3)c1OC
[12] CCOC(=O)c1sc(N)nc1C(C)C
Assay by compound	7	8	9	10	11	12
Nrf2 inh	8%	?	0%	/	-24%	/
Nrf2 ARE act	6.0%	-0.2%	-0.4%	-0.4%	0.0%	1.9%
A549 viability	8%	0%	5%	/	0%	6%
HepG2 tox	-31%	-18%	3%	-5%	1%	3%
ATXN viability	i	?	i	i	i	?
MmCpn inh	0%	-2%	-1%	/	1%	-7%
TGFb SMAD3 inh	?	-2%	1%	-23%	2%	7%
pAkt inh	i	i	i	i	i	i
CCT chaperon mod	-22	-3.6	-3.5	0.9	-1.0	-19

[13] Cc1ccc(S(=O)(=O)N(C)CC(=O)NCCc2c[nH]c3ccccc23)cc1
[14] CC(=O)c1ccc(OCCCC(=O)NC2CCCc3ccccc32)cc1 (stereo unspecified)
[15] O=C(CSc1nnc(C2CC2)n1-c1ccccc1)NCCc1ccccc1
[16] CC(=O)c1ccc(OCCCN2CCCCC2)cc1
[17] COc1ccc(CCNC(=O)C2CCN(S(C)(=O)=O)CC2)cc1OC
[18] COc1ccc2c(c1)[nH]c1c(=O)n(CCc3cnc[nH]3)cnc12
Assay by compound	13	14	15	16	17	18
Nrf2 inh	?	-10%	-2%	?	-2%	-1%
Nrf2 ARE act	1.7%	0.4%	-0.6%	-0.9%	-0.2%	2.7%
A549 viability	-17%	8%	12%	21%	-1%	2%
HepG2 tox	-37%	-3%	3%	0%	5%	1%
ATXN viability	i	i	i	i	?	i
MmCpn inh	0%	1%	-2%	0%	2%	-4%
TGFb SMAD3 inh	3%	5%	0%	0%	3%	-2%
pAkt inh	i	i	-102%*	i	i	i
CCT chaperon mod	0.4	-1.9	1.9	-3.5	0.2	-0.6

7 of the compounds above, with tabs:
item	Compound	Nrf2 inh	Nrf2 ARE act	A549 viability	HepG2 tox	ATXN viability	MmCpn inh	TGFb SMAD3 inh	pAkt inh	CCT chaperon mod
12	CCOC(=O)c1sc(N)nc1C(C)C	/	1.9%	6%	3%	?	-7%	7%	i	-19
13	Cc1ccc(S(=O)(=O)N(C)CC(=O)NCCc2c[nH]c3ccccc23)cc1	?	1.7%	-17%	-37%	i	0%	3%	i	0.4
14	CC(=O)c1ccc(OCCCC(=O)NC2CCCc3ccccc32)cc1 (stereo unspecified)	-10%	0.4%	8%	-3%	i	1%	5%	i	-1.9
15	O=C(CSc1nnc(C2CC2)n1-c1ccccc1)NCCc1ccccc1	-2%	-0.6%	12%	3%	i	-2%	0%	-102%*	1.9
16	CC(=O)c1ccc(OCCCN2CCCCC2)cc1	?	-0.9%	21%	0%	i	0%	0%	i	-3.5
17	COc1ccc(CCNC(=O)C2CCN(S(C)(=O)=O)CC2)cc1OC	-2%	-0.2%	-1%	5%	?	2%	3%	i	0.2
18	COc1ccc2c(c1)[nH]c1c(=O)n(CCc3cnc[nH]3)cnc12	-1%	2.7%	2%	1%	i	-4%	-2%	i	-0.6

Next compounds follow.
[19] N#CC(=C1CCCC1)c1nc(-c2ccc(Cl)cc2)cs1
[20] CC(=O)NC12CC3CC(C1)CC(C(=O)N(C)CC(=O)Nc1ccc(F)c(F)c1F)(C3)C2
[21] COc1ccc(NS(=O)(=O)c2cc(NC(=O)c3ccc(=O)[nH]c3)ccc2N2CCOCC2)cc1
[22] O=[N+]([O-])c1cc(Cl)c2cccnc2c1O
[23] CCOC(=O)C1CCC(CN(Cc2ccccc2)S(=O)(=O)c2ccc([N+](=O)[O-])cc2)CC1 (stereo unspecified)
[24] COc1ccc(CC(=O)Nc2ccc3nc(Nc4ccc(OC)cc4)cc(C)c3c2)cc1
Assay by compound	19	20	21	22	23	24
Nrf2 inh	?	2%	0%	?	-12%	?
Nrf2 ARE act	2.6%	0.2%	0.2%	11%	-0.8%	20%
A549 viability	-4%	3%	0%	?	12%	-23%
HepG2 tox	0%	-2%	-1%	-26%	7%	-35%
ATXN viability	i	i	i	?	i	i
MmCpn inh	-1%	0%	-10%	0%	-1%	/
TGFb SMAD3 inh	5%	10%	5%	?	9%	?
pAkt inh	i	i	i	i	i	/
CCT chaperon mod	-1.1	-1.3	2.2	-0.6	0.9	/

[25] CC1CCN(C(=S)NC2CC3CCC2C3)CC1 (stereo unspecified)
[26] COc1ncnc(-c2ccccc2)c1-c1ccccc1
[27] CCOc1cc(C(=S)N2CCOCC2)ccc1OS(=O)(=O)c1ccc(OC)cc1
[28] COc1ccc(NC(=O)Cn2c(=O)cc(C)c3c(C)nn(-c4cccc(Cl)c4C)c32)cc1OC
[29] CC(C)Oc1ccc(CNC(=O)CCCN2C(=O)c3cccnc3Oc3ccc(Cl)cc32)cc1
[30] CCN(CC)c1ccc(N=Nc2ncn[nH]2)cc1
Assay by compound	25	26	27	28	29	30
Nrf2 inh	3%	19%	?	/	?	?
Nrf2 ARE act	1.7%	-0.7%	-0.1%	0.0%	3.1%	-0.2%
A549 viability	-1%	0%	-2%	-1%	-3%	?
HepG2 tox	-3%	-8%	-12%	5%	2%	2%
ATXN viability	i	?	i	i	/	/
MmCpn inh	-1%	/	1%	/	/	-6%
TGFb SMAD3 inh	?	-7%	1%	?	-1%	1%
pAkt inh	i	i	i	/	/	i
CCT chaperon mod	-3.6	0.1	-3.8	/	/	-0.9

[31] COc1ccc(S(=O)(=O)N2CCCCC2)cc1NC(=O)Cc1sc(C)nc1-c1ccc(F)cc1
[32] Cc1nc2c(-c3ccccc3)c(C)nn2c(C)c1CC(=O)O
[33] COc1ccc(NC(=O)CSc2nc(-c3cccs3)cc(C(F)(F)F)n2)c(OC)c1
[34] COc1ccc(CCC(=O)NCCc2cn3c(C)csc3n2)cc1
[35] CC(NC(=O)/C(C#N)=C/c1ccc(N2CCOCC2)cc1)c1ccccc1 (stereo unspecified)
[36] COC(=O)c1oc2ccc(Br)cc2c1NC(=O)CN1CCN(C)CC1
Assay by compound	31	32	33	34	35	36
Nrf2 inh	?	-3%	?	1%	?	13%
Nrf2 ARE act	-0.5%	0.1%	0.6%	-0.8%	4.1%	0.4%
A549 viability	-6%	0%	-18%	-8%	1%	?
HepG2 tox	-13%	-11%	2%	-1%	-22%	-17%
ATXN viability	i	i	?	i	i	i
MmCpn inh	-8%	2%	/	1%	1%	/
TGFb SMAD3 inh	-7%	0%	4%	-1%	-1%	1%
pAkt inh	i	i	/	i	i	-115%*
CCT chaperon mod	-2.7	-2.1	/	0.8	0.1	-5.4

[37] COc1ccc(OCCCC(=O)OC(C)C(=O)Nc2ccccc2[N+](=O)[O-])cc1 (stereo unspecified)
[38] O=C(CN1CCC(NC(=O)C2CCCCC2)CC1)Nc1ccccc1
[39] O=C1c2ccccc2C(=O)N1CCSc1nncs1
[40] CCOC(=O)C1CCN(c2csc3ccc(C)cc3c2=O)CC1
[41] CCOC(=O)NC(=O)CSc1nc(-c2ccc(C)c(C)c2)cn1-c1ccccc1
[42] CC1(C)CC(=O)N(CC(=O)NCc2ccccc2)c2ccccc2S1(=O)=O
[43] COC(=O)C(Cc1ccccc1)NS(=O)(=O)c1ccccc1Br (stereo unspecified)
[44] C=CCSc1nc(Cc2ccc(Cl)cc2)nc2ccccc12
Assay by compound	37	38	39	40	41	42	43	44
Nrf2 inh	2%	-12%	2%	/	?	-11%	23%&-7%	6%
Nrf2 ARE act	0.2%	0.0%	0.2%	-2.1%	8.0%	0.3%	0.4%	0.5%
A549 viability	1%	-7%	0%	-1%	1%	-2%	1%&-8%	8%
HepG2 tox	12%	3%	-1%	-10%	-29%	0%	-4%&-16%	-13%
ATXN viability	i	?	i	i	i	i	i	i
MmCpn inh	2%	/	3%	/	-6%	2%	3%	0%
TGFb SMAD3 inh	-3%	-4%	-12%	-25%	-23%	1%	-10%&-6%	-17%
pAkt inh	i	i	i	/	i	i	i	i
CCT chaperon mod	0.7	2.9	4.5	/	-1.4	1.3	-0.3	-1.7

Screening results from PubChem BioAssay.
